Rpn11 inh: inhibitors of human proteasome Rpn11 | calls only at 20 µM | O00487 | AID 588493 | human 26S proteasome, Ub4-pepOG fluorescence polarization; 20S core pre-blocked with epoxomicin | 0.59% of 360,000 active;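 active = inhibition at 20 µM, scaled to each plate's controls, above about 33%, limit read from the data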
STEP block: blocks human striatal-enriched tyrosine phosphatase | P54829 | recombinant STEP, OMFP fluorogenic substrate, fluorescence | inhibition, % at 20 µM | 0.25% of 360,000 active;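 active = inhibition at 20 µM, scaled per plate between control wells, above about 37%, limit read from the data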;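 note: 0% = DMSO with enzyme and substrate and 100% = substrate only without enzyme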
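Assay system: isolated STEP enzyme / Timing: 20 min at room temperature, dark / Doses: 20 µM, 1% DMSO / Technique: fluorescence intensity, excitation 480 nm, emission 540 nm / Reagent: fluorogenic phosphatase substrate OMFP at 25 µM final / Measure: percent inhibition scaled to no-enzyme and uninhibited-enzyme controls, plate-pattern corrected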
LMPTP block: LMPTP (human) inhibition; P24666; 0.22% of 360,000 active; recombinant LMPTP-A, OMFP fluorogenic substrate, fluorescence intensity; inhibition, % at 20 µM; AID 651560;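 active = compounds that cut the enzyme signal by at least half of the control window in the single-dose screen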;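 note: plate controls were DMSO wells with enzyme plus substrate for no effect and substrate without enzyme for full effect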
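Buffer or medium: Bis-Tris pH 6.0, DTT, detergent; Assay system: LMPTP-A enzyme; Quantity: 0.625 nM enzyme; Detection: endpoint fluorescence intensity; Times: 50 min dark incubation at room temperature; Controls: substrate-only low control, DMSO enzyme-plus-substrate high control; Doses: single 20 µM dose; Read-out: percent inhibition versus substrate-only and uninhibited controls; Reagent: 400 µM OMFP.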
MT1-MMP act inh: blocks activation of human MT1-MMP | GFP/RFP ratio change, % at 20 µM | 0.061% of 360,000 active | AID 651647 | P50281 | HT1080 RFP-PRO-GFP cells, GFP/RFP ratio fluorescence, overnight; percent of plate control window, DMSO zero;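 active = GFP/RFP ratio change of at least 30% with cell ATP level not reduced by more than half and red fluorescence within 50% of control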; note: strong numbers were not always called active
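Material – HT1080 RFP-PRO-GFP cells · Control set – DMSO wells and RFP-L50D-GFP cells · Incubation – overnight cell settling, then overnight compound exposure, 37 °C, 5% CO2 · Compound dosing – single-point 20 µM compound, 1% DMSO · Read-out – GFP/RFP fluorescence ratio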
DNMT1 inh: blocks human DNA methyltransferase DNMT1. P26358. DNMT1 molecular beacon, Hinp1I cleavage, fluorescence. inhibition (reported as % activation of signal), % at 10 µM. 0.83% of 360,000 active. AID 588458; in the data active = inhibition above about 50%
NRP1-CendR mod: NRP-1/CendR interaction modulation; O14786; FAM-RPARPAR peptide binding to NRP-1, fluorescence polarization; inhibition, % at 25 µM; 0.85% of 360,000 active; AID 602438;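 active = inhibition or corrected inhibition above about 18%, plus a signal ratio from 0.5 to 1.5, limit read from the data, passing the limit was not always enough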; note: strong numbers were not always called active
Target sequence (O14786 whole entry, looked up): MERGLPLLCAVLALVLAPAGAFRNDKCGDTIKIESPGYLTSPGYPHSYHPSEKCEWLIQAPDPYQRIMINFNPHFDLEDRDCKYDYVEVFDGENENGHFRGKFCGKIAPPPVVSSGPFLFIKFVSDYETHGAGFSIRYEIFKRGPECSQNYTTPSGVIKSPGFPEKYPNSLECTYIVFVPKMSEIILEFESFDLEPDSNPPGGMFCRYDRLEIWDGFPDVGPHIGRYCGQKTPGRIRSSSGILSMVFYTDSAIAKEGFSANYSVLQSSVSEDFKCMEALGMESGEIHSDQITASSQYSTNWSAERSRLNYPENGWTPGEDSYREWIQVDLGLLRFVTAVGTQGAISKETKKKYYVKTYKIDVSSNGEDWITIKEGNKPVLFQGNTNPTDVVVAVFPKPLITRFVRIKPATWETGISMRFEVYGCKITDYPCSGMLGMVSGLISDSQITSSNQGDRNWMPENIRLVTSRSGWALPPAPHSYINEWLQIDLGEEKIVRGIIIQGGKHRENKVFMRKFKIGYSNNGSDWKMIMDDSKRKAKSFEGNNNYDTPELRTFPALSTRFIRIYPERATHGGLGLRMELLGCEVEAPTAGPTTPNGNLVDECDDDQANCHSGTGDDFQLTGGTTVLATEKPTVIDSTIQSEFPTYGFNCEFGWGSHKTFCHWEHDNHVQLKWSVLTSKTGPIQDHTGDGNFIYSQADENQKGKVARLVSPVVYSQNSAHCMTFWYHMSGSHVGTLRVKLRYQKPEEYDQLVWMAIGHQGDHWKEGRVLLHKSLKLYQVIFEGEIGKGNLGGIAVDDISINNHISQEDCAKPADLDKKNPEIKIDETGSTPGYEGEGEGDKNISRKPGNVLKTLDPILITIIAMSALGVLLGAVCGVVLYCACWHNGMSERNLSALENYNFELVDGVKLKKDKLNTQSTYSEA
SUMO1-SIM PPI: modulators of human SUMO1-mediated protein-protein interactions; P63165; SUMO1 binding to a labelled peptide, TR-FRET, 1 h; inhibition, % at 20 µM; 0.33% of 360,000 active; in the data active = inhibition above about 37%
NadD block: blocks S. aureus nicotinate mononucleotide adenylyltransferase. purified NadD enzyme, colorimetric absorbance read-out. inhibition, % at 20 µM. 0.78% of 360,000 active; in the data active = inhibition above about 26%; note: some compounds past the cut are filed as inactive
SKN-1 block: C. elegans SKN-1 inhibition. C. elegans VP596 Pgst-4::GFP/RFP ratio, acrylamide-induced, 24 h. inhibition, % at 21.8 µM. 0.49% of 360,000 active. AID 624304;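 active = interference check ratio from 0.5 to 1.5 plus GFP to RFP signal ratio inhibition reaching or exceeding a fixed threshold, cut at about 30% in these data, passing the limit was not always enough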; note: some compounds called inactive have numbers as strong as hits
Scp1 inh: inhibitors of human Scp-1 phosphatase; inhibition, % at 20 µM; 0.88% of 340,000 active; Q9GZU7; AID 493091; Recombinant Scp1, phosphopeptide, malachite green phosphate absorbance;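 active = inhibition above about 50% at 20 µM, limit read from the data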;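 note: plate controls were DMSO wells with enzyme for no effect and wells lacking enzyme for full effect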
Target sequence (Q9GZU7 76-261 limits assumed): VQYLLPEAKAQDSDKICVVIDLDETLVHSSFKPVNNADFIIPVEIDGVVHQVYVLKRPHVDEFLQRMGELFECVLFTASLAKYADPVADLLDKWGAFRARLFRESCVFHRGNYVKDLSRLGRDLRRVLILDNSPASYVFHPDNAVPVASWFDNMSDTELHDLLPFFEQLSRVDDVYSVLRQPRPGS
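assay system = SCP-1 phosphatase catalytic domain, residues 76-261 | buffer or medium = 50 mM Tris acetate pH 5.5, 0.005% Tween-20, 10 mM MgCl2 | incubation = enzyme reaction 45 min at room temperature, colour 5 min, stabilisation 30 min | signal = Phosphate-binding colour reagent, absorbance read at 630 nm | measure = % inhibition at 20 µM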
An asterisk follows results filed as active; i = inactive; nt = no result given. Rows are unselected, and some 3.9% of all compounds hit somewhere here.

SMILES | Rpn11 inh | STEP block | LMPTP block | MT1-MMP act inh | DNMT1 inh | NRP1-CendR mod | SUMO1-SIM PPI | NadD block | SKN-1 block | Scp1 inh
COC(=O)C1CN(C(=O)COc2ccc(Cl)cc2C)c2ccccc2O1 (stereo not drawn) | i | 0 | -0.1 | 0 | 0 | 8 | 5 | -10 | -9 | -8
O=C(CSc1nnc(Cc2cccs2)n1C1CC1)NC1CCS(=O)(=O)C1 (stereo not drawn) | i | -4 | -0.4 | nt | 4 | -4 | -8 | -4 | 4 | 4
CC(C)COc1ccc(-c2nnc(-c3ccncc3)o2)cc1 | i | 6 | 1.3 | 0 | 4 | -3 | 2 | -3 | -25 | 5
Oc1ccc(Br)cc1CNc1cccc2cccnc12 | i | 2 | 3.6 | 7 | -27 | -8 | -11 | 10 | 14 | -2
Oc1ccc(C[C@@H]2CNCCN2CC2CCCCC2)cc1 | i | 2 | -3.6 | 6 | -5 | 13 | 3 | -9 | 6 | 1
COc1cc(NC(=O)Nc2c(C)n(C)n(-c3ccccc3)c2=O)cc(OC)c1OC | i | -2 | -3.0 | -1 | 0 | 12 | 1 | -2 | 18 | -6
CCN(CC)c1ccc(S(=O)(=O)N2CCCCC2)cc1NC(=O)CN1C(=O)NC2(CCCC2)C1=O | i | -1 | -0.5 | 1 | 1 | 12 | 5 | -6 | -1 | 1
COc1ccc(/C=C2/C(=O)C(C)(C(C)C)CCC2C)cc1 (stereo not drawn) | i | 6 | 3.1 | -4 | 4 | 13 | 0 | 4 | -1 | -6
COc1cccc(CNC(=O)CCn2c(=O)oc3ccccc32)c1 | i | 3 | -1.1 | 4 | 0 | -5 | 1 | -3 | -6 | -8
O=C(NC1CCCCC1)N1CCCc2ccccc21 | i | -4 | -1.7 | -2 | 0 | 0 | -5 | -4 | 3 | -12
CC(C)C12CN3CC(C(C)C)(CN(C1)C3c1ccco1)C2=O (stereo not drawn) | i | -1 | -0.6 | 1 | 3 | 10 | 2 | 1 | 2 | -17
Cc1cc(C)n2nc(-c3ccccc3)c(-c3ccccc3)c2n1 | i | 0 | 5.2 | -2 | -3 | 4 | -1 | -8 | 7 | -5
C=CCNC(=S)N1N=C(c2ccco2)CC1c1ccco1 (stereo not drawn) | i | 1 | 1.3 | -1 | -13 | 16 | -9 | 0 | -4 | -10
COc1ccc(S(=O)(=O)N2CCCCC2)cc1NC(=O)CN(Cc1ccco1)Cc1ccco1 | i | 5 | 5.8 | -17 | -5 | -9 | 4 | 5 | 7 | -3
Cn1c(O)c(C=Nc2ccc(Br)cc2)sc1=O | i | 0 | 0.3 | 4 | 1 | -4 | -8 | 1 | 11 | -6
O=C(C1CCCN(S(=O)(=O)c2ccc(F)cc2)C1)N1CCOCC1 (stereo not drawn) | i | 0 | 0.0 | 5 | -1 | 8 | -3 | 3 | -1 | -8
O=C(O)Cn1c2c(c3ccccc31)CCCC2 | i | 3 | 2.4 | -10 | -11 | -16 | 6 | 3 | 6 | -2
CN(C)S(=O)(=O)Nc1cccc(Br)c1 | i | -2 | 1.1 | -3 | 2 | -2 | 8 | -7 | 0 | -5
O=C(NCCCCNC(=O)c1ccc(Br)s1)c1ccc(Br)s1 | i | 0 | -1.6 | 5 | 2 | -3 | 14 | 0 | -2 | -2
CC(C)(C)c1nnc(NC(=O)CCS(=O)(=O)c2ccccc2)s1 | i | 4 | -0.2 | 3 | 6 | 4 | 9 | 4 | 11 | 8
CC1(C(=O)NS(=O)(=O)C2CC2)CCCN(C(=O)c2cccc(OC(F)(F)F)c2)C1 (stereo not drawn) | i | -1 | -0.4 | 5 | 6 | -6 | 2 | 0 | 20 | nt
COC(=O)C1=C(C)NC(=O)NC1c1ccc(-c2ccc(F)cc2)o1 (stereo not drawn) | i | 1 | -0.1 | -1 | -4 | -9 | 1 | 3 | -1 | -2
O=C(O)c1ccc2c(c1)S(=O)(=O)c1ccccc1C2=O | i | -4 | -2.1 | 3 | 3 | -11 | -29 | -2 | 0 | 8
COC(=O)C(C)N1CCC(=O)c2ccccc2S1(=O)=O (stereo not drawn) | i | -1 | -0.7 | 2 | -1 | -3 | 8 | 0 | -12 | -5
CCOCCCN1C(=O)C(=O)N(CC(=O)N2c3ccccc3NC(=O)CC2C)C1=O (stereo not drawn) | i | -2 | 0.1 | 4 | 8 | 0 | 2 | 5 | 8 | -5
O=c1[nH]c2ccc([N+](=O)[O-])cc2nc1/C=C(\O)c1ccccc1 | i | 7 | 15 | -5 | 50 | 84* | -1 | 6 | 7 | -4
Cn1c(-c2sc3cc(C(F)(F)F)cnc3c2-c2cccs2)n[nH]c1=S | i | 2 | 0.8 | 3 | -3 | 3 | -2 | 10 | 20 | -13
CC(=O)Nc1ccc(-c2ccnc3c2CC(C(=O)NCc2ccco2)O3)cc1 (stereo not drawn) | i | 3 | -1.3 | 19 | -7 | 5 | 2 | -4 | 13 | nt
c1ccc2c(C[C@@H]3CNCCN3CCC34CC5CC(CC(C5)C3)C4)cccc2c1 | i | 2 | -3.0 | -1 | 6 | -1 | -43 | 3 | 17 | 3
CCN(CC(=O)NCc1cccs1)C(=O)c1ccc(S(=O)(=O)N(C)C)cc1 | i | -1 | -0.4 | 1 | 2 | 0 | -4 | -1 | 9 | -1
COc1ccc(N2CCN(C(=O)c3cc4c(C)nc5ccccc5c4o3)CC2)cc1 | i | 1 | 4.6 | -1 | 6 | 5 | 7 | -4 | 10 | 2
Cn1cccc1C(=O)OCc1nc2ccccc2c(=O)[nH]1 | i | 9 | 2.4 | -4 | 9 | -27 | 4 | 9 | 8 | 4
O=C(Cc1c(Cl)cccc1Cl)Nc1cccnc1 | i | 0 | -1.1 | 0 | 4 | 2 | 2 | -4 | -1 | -10
COC(=O)c1cc(C#N)c(Oc2cccc(C)c2C)nc1C | i | 6 | 0.2 | 1 | -2 | -13 | -6 | -3 | -12 | -3
O=C(Nc1cc(S(=O)(=O)N2CCOCC2)ccc1Cl)c1ccncc1 | i | -1 | -0.6 | -3 | 0 | 0 | 3 | 0 | 8 | -10
O=C(NC1CCCCC1)C(c1cccnc1)N(C(=O)c1csnn1)c1ccccc1F (stereo not drawn) | i | -1 | -1.8 | 4 | 1 | 5 | 6 | 0 | 6 | -2
Cc1ccc(C(=O)c2cnc3ccccc3c2-c2ccccc2)cc1 | i | 1 | 2.2 | -5 | -7 | 12 | -3 | -2 | 13 | 2
NS(=O)(=O)c1ccc(CCNC(=O)CSc2ccsc2[N+](=O)[O-])cc1 | i | 3 | 7.0 | -2 | 2 | -12 | 7 | 7 | 7 | 48
CC(OC(=O)CNC(=O)c1ccc2ccccc2c1)C(=O)NC1CCCCC1C (stereo not drawn) | i | -1 | -0.4 | -11 | -1 | 5 | -5 | -4 | 4 | -2
Cc1cccc2cc(CN(CC3CCCO3)C(=S)Nc3ccccc3)c(=O)[nH]c12 (stereo not drawn) | i | 4 | -1.5 | 1 | 4 | 7 | 0 | 3 | 3 | 4
CC(C)n1ncc2c(C(=O)Nc3ccc(CC#N)cc3)cc(C3CC3)nc21 | i | 0 | 1.2 | 1 | -7 | -20 | -3 | -7 | 19 | -5
O=C(CC[C@H]1O[C@@H](n2cnc3c(NC(=O)c4ccccc4)ncnc32)[C@H](O)[C@@H]1O)NCCCN1CCOCC1 | i | 0 | -2.0 | 2 | -1 | 5 | 2 | -7 | 10 | nt
O=C(NC1CCCCCC1)c1ccc(CS(=O)(=O)Cc2ccccc2F)o1 | i | 1 | 0.7 | 1 | 2 | 3 | 4 | 0 | 1 | -6
COCCN1C(=O)N(c2cccc(OC)c2)C(=O)C1CC(=O)Nc1ccc(OC)cc1 (stereo not drawn) | i | 1 | -1.8 | 0 | 1 | 15 | 5 | -5 | 21 | -12
CC(C)CN(C(=O)CN1CCCCCC1)c1c(N)n(CC(C)C)c(=O)[nH]c1=O | i | 0 | 1.0 | -27 | 1 | -67 | -4 | 7 | -11 | -15
Cc1cc(Cl)c2oc(C(=O)N3CCN(c4cccc(C)n4)CC3)c(C)c2c1 | i | 2 | 2.8 | 3 | -12 | 18 | 2 | 1 | 26 | -2
Cc1ccccc1N(CC(=O)O)S(C)(=O)=O | nt | -3 | -0.9 | 1 | -5 | 0 | -1 | -3 | 5 | -3
COc1ccc(S(=O)(=O)NC(CC(=O)O)c2ccco2)cc1 (stereo not drawn) | i | 0 | -0.6 | 1 | 0 | -5 | 5 | -1 | 9 | 12
CN(CC(=O)Nc1cccc(F)c1)C(=O)c1cn(-c2ccccc2)nc1-c1ccc(F)cc1 | i | -3 | 2.6 | 5 | -9 | -8 | 1 | -7 | 20 | -9
COc1cc(OC)c(OC)cc1CN1CCN(c2ccccc2OC)CC1 | i | -1 | -1.3 | -7 | 1 | -8 | 1 | -9 | 19 | -11

Of the compounds above, these contain bromine:
SMILES | Rpn11 inh | STEP block | LMPTP block | MT1-MMP act inh | DNMT1 inh | NRP1-CendR mod | SUMO1-SIM PPI | NadD block | SKN-1 block | Scp1 inh
Oc1ccc(Br)cc1CNc1cccc2cccnc12 | i | 2 | 3.6 | 7 | -27 | -8 | -11 | 10 | 14 | -2
Cn1c(O)c(C=Nc2ccc(Br)cc2)sc1=O | i | 0 | 0.3 | 4 | 1 | -4 | -8 | 1 | 11 | -6
CN(C)S(=O)(=O)Nc1cccc(Br)c1 | i | -2 | 1.1 | -3 | 2 | -2 | 8 | -7 | 0 | -5
O=C(NCCCCNC(=O)c1ccc(Br)s1)c1ccc(Br)s1 | i | 0 | -1.6 | 5 | 2 | -3 | 14 | 0 | -2 | -2

New compounds follow
SMILES | Rpn11 inh | STEP block | LMPTP block | MT1-MMP act inh | DNMT1 inh | NRP1-CendR mod | SUMO1-SIM PPI | NadD block | SKN-1 block | Scp1 inh
COc1ccc2[nH]cc(/C=N/NS(=O)(=O)c3ccc(C)cc3)c2c1 | i | -5 | 2.5 | -4 | -3 | 1 | 3 | 0 | 25 | 3
C=CCSc1nnc(-c2nnc(SCC=C)n2-c2ccccc2)n1-c1ccccc1 | i | 1 | 0.5 | -6 | -1 | 2 | -1 | -3 | 7 | -8
COc1cc(CN2CCNC(=O)C2CC(=O)N2CCCO2)cc(OC)c1 (stereo not drawn) | i | 2 | 1.3 | 1 | 4 | -6 | -2 | 1 | 9 | -1
CCO[C@H]1OC(C(=O)N2CCOCC2)=C[C@@H](c2coc3ccccc3c2=O)[C@@H]1CCCO | i | 0 | -0.7 | 1 | 8 | 9 | 3 | -1 | 18 | -8
CCCCOCCCNC(=O)CCCOc1ccccc1 | i | -1 | 0.1 | 1 | 0 | -4 | -3 | -3 | -3 | -7

Screening results: PubChem, Sanford-Burnham Center for Chemical Genomics
